KDM5B inhibitor: inhibitors of human KDM5B histone demethylase; KDM5B demethylase, FDH-coupled NADH fluorescence (FDH is formaldehyde dehydrogenase); Potency, µM (doses to about 57.7 µM), for the others: top-dose activity change, negative = inhibition, usual class: inhibitors; 2.6% of 220,000 active; AID 1347165; active = well fitted inhibition curve with a large enough effect; inconclusive = small, poorly fitted or top-dose-only effect; inactive = no such curve, though single readings can be large or run the other way; note: 0% is about no effect; nearly all actives have a fitted effect of over 70% in size
Target sequence (Q9UGL1 whole entry, looked up): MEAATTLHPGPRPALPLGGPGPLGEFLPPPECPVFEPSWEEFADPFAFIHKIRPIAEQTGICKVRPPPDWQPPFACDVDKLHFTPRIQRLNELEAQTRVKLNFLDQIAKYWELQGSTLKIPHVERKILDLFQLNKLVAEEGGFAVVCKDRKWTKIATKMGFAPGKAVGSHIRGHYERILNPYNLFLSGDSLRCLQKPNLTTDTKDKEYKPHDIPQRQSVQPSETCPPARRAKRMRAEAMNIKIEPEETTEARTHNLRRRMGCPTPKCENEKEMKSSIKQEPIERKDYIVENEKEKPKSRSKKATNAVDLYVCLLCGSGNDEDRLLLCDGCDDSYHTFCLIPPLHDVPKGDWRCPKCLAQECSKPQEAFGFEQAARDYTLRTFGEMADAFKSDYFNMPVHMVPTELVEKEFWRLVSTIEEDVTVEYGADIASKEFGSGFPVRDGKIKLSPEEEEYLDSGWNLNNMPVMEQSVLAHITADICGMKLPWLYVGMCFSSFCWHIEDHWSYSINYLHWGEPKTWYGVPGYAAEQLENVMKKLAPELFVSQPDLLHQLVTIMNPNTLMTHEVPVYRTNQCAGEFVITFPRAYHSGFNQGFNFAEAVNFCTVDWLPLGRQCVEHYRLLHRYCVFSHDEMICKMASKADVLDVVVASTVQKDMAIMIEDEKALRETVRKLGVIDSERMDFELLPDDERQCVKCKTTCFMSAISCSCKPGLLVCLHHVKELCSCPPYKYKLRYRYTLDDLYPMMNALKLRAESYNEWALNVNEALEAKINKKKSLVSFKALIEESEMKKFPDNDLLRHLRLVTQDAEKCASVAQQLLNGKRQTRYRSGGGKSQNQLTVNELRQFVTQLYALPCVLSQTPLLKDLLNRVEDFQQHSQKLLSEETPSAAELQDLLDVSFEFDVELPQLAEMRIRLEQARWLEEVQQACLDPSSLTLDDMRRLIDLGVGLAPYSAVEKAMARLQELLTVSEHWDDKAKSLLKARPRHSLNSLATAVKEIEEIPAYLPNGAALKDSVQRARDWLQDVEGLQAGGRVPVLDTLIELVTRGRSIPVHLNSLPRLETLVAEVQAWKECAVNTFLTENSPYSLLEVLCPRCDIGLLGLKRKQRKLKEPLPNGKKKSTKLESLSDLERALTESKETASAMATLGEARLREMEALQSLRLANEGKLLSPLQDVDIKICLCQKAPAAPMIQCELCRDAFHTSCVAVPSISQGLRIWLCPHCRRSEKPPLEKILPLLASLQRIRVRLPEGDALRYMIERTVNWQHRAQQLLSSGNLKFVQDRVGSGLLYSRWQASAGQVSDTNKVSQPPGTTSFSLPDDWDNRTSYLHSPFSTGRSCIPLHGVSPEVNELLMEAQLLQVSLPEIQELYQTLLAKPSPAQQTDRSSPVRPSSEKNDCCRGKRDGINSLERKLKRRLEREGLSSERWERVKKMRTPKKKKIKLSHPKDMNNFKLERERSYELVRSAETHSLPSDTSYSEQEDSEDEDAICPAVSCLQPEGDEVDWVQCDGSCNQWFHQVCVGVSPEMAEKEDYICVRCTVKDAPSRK
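Here, H3K4me3 peptide (12.5 µM in substrate mix) is demethylated by KDM5BΔAP, 200 nM final, after 10 min compound exposure. Formaldehyde product is coupled through FDH (0.25 U/mL in mix) to NADH fluorescence; 30-min ΔRFU feeds dose-response curves.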
* marks the source's active call; other numbers are inactive results; [ ] = remark or other dose. Potency is the fitted concentration of half-maximal effect. Some of the compounds tested, so the mix of outcomes need not match the whole.

Start of the listing, in advance:
Results for Cc1cc(C)cc(N2CC(c3nnc(NC(=O)c4ccco4)s3)CC2=O)c1 (stereo unspecified) ?
KDM5B inhibitor: -16%

What do the screens show for `CCCCNC(=O)c1ccc2[nH]c(C)c(C)c2c1`?
KDM5B inhibitor: -27%

Results for O=C(C1CCOCC1)N1CCC(O)(c2csc(CN3CCc4ccccc4C3)n2)CC1 ?
KDM5B inhibitor: -19%

What do the screens show for `COCc1cc(=O)n(CC(=O)Nc2ccc(Br)cc2)c(N2CCOCC2)n1`?
KDM5B inhibitor: -26%

Results for O=C1Nc2ccc(-c3ccccc3F)cc2C(=O)N2C[C@@H](NS(=O)(=O)c3ccc(F)cc3)C[C@@H]12 ?
KDM5B inhibitor: -12%

How did CCC1(N2CCN(C(=O)c3ccc(C(F)(F)F)cc3)CC2)CCN(S(C)(=O)=O)C1 (stereo unspecified) do in these assays?
KDM5B inhibitor: 13%

Results for CN1CCN(C(C(=O)O)c2cn(CCC(=O)O)c3ccc(Br)cc23)CC1 (stereo unspecified) ?
KDM5B inhibitor: 15%

What do the screens show for `Cc1ccc(C)c(NC(=O)Cn2c(N3CCC(C)CC3)nc(C)cc2=O)c1`?
KDM5B inhibitor: -18%

What do the screens show for `CCN1CCN(C(=O)c2cccc(NC(=O)c3nnc(COc4cc(C)cc(C)c4)s3)c2)CC1`?
KDM5B inhibitor: -1%

What do the screens show for `COC(=O)c1ccc2nc(CO[C@H]3CN(Cc4ncccc4C)C[C@H]3F)[nH]c2c1`?
KDM5B inhibitor: inconclusive

How did NC(=O)C1CCN(C(=O)CCc2c[nH]c3ccccc23)CC1 do in these assays?
KDM5B inhibitor: -13%

The whole of this part, from the first entry:
Results for Cc1cc(C)cc(N2CC(c3nnc(NC(=O)c4ccco4)s3)CC2=O)c1 (stereo unspecified) ?
KDM5B inhibitor: -16%

What do the screens show for `CCCCNC(=O)c1ccc2[nH]c(C)c(C)c2c1`?
KDM5B inhibitor: -27%

Results for O=C(C1CCOCC1)N1CCC(O)(c2csc(CN3CCc4ccccc4C3)n2)CC1 ?
KDM5B inhibitor: -19%

What do the screens show for `COCc1cc(=O)n(CC(=O)Nc2ccc(Br)cc2)c(N2CCOCC2)n1`?
KDM5B inhibitor: -26%

Results for O=C1Nc2ccc(-c3ccccc3F)cc2C(=O)N2C[C@@H](NS(=O)(=O)c3ccc(F)cc3)C[C@@H]12 ?
KDM5B inhibitor: -12%

How did CCC1(N2CCN(C(=O)c3ccc(C(F)(F)F)cc3)CC2)CCN(S(C)(=O)=O)C1 (stereo unspecified) do in these assays?
KDM5B inhibitor: 13%

Results for CN1CCN(C(C(=O)O)c2cn(CCC(=O)O)c3ccc(Br)cc23)CC1 (stereo unspecified) ?
KDM5B inhibitor: 15%

What do the screens show for `Cc1ccc(C)c(NC(=O)Cn2c(N3CCC(C)CC3)nc(C)cc2=O)c1`?
KDM5B inhibitor: -18%

What do the screens show for `CCN1CCN(C(=O)c2cccc(NC(=O)c3nnc(COc4cc(C)cc(C)c4)s3)c2)CC1`?
KDM5B inhibitor: -1%

What do the screens show for `COC(=O)c1ccc2nc(CO[C@H]3CN(Cc4ncccc4C)C[C@H]3F)[nH]c2c1`?
KDM5B inhibitor: inconclusive

How did NC(=O)C1CCN(C(=O)CCc2c[nH]c3ccccc23)CC1 do in these assays?
KDM5B inhibitor: -13%

How did Cc1nn(-c2nc3c(c(=O)n(CC(=O)C(C)(C)C)c(=O)n3C)n2C)c(C)c1C do in these assays?
KDM5B inhibitor: -1%

How did Cc1ccccc1C(=O)Nc1cccc(NC(=O)c2ccc(C(C)(C)C)cc2)c1 do in these assays?
KDM5B inhibitor: -19%

What do the screens show for `Clc1ccc(-c2noc(-c3cccnc3NCc3ccco3)n2)cc1`?
KDM5B inhibitor: inconclusive

What do the screens show for `Cn1c(=O)cc(SCC(=O)N2CCN(c3ccc(F)cc3)CC2)c2ccc(Cl)cc21`?
KDM5B inhibitor: -5%

Results for CCOC(=O)c1ccc(N2C(=O)c3[nH]nc(-c4ccc(C)cc4)c3C2c2cccs2)cc1 (stereo unspecified) ?
KDM5B inhibitor: 0%

Results for COc1ccc(C2CC(=O)Nc3cc(OC)cc(OC)c32)cc1 (stereo unspecified) ?
KDM5B inhibitor: -6%

What do the screens show for `O=c1ccnc(Nc2ccc([N+](=O)[O-])cc2)[nH]1`?
KDM5B inhibitor: -76%

What do the screens show for `CCc1ccc(N2C(=O)CSC23C(=O)N(Cc2cccc(OC)c2)c2ccccc23)cc1` (stereo unspecified)?
KDM5B inhibitor: -28%

What do the screens show for `COc1ccc(NC(=S)NC23CC4CC(CC(C4)C2)C3)cc1OC`?
KDM5B inhibitor: 3%

Results for Cc1noc([C@@H]2CN(C(=O)c3ccoc3C)C[C@H]2CO)n1 ?
KDM5B inhibitor: -9%

What do the screens show for `Cc1ccc(NCc2cccn2-c2nnc(N3CCC(C(=O)NCc4ccccc4C)CC3)s2)cc1`?
KDM5B inhibitor: inconclusive

How did CCNc1nc2c(c(=O)[nH]c(=O)n2C)n1CCOC do in these assays?
KDM5B inhibitor: 6%

Results for COc1cccc(C2C=C(c3ccc(C)cc3)Nc3c(C(=O)Nc4ccc(F)cc4)cnn32)c1OC (stereo unspecified) ?
KDM5B inhibitor: -21%

What do the screens show for `C[S+](=O)([O-])N1CC2(Cc3ccccc31)CN(C(=O)c1ccccc1)C2`?
KDM5B inhibitor: 24%

What do the screens show for `COc1ccccc1NC(=O)CSc1nnc2c(n1)[nH]c1ccccc12`?
KDM5B inhibitor: -12%[11.5 µM]

What do the screens show for `Cc1ccc(C(=O)NCC(=O)OCc2c(F)cccc2Cl)s1`?
KDM5B inhibitor: 27%

How did CN(C)CCCN(C(=O)c1cccc(Br)c1)c1nc2c(F)cc(F)cc2s1 do in these assays?
KDM5B inhibitor: 7%

What do the screens show for `O=C(Nc1ccccc1)c1cn(CCBr)cn1`?
KDM5B inhibitor: -10%

How did CCCN(CC1CCOC1)S(=O)(=O)c1ccc(Cl)cc1 (stereo unspecified) do in these assays?
KDM5B inhibitor: 22%

How did Cc1ccc(OCC(=O)Nc2cccc(OCc3cc(=O)n4cccc(C)c4n3)c2)cc1C do in these assays?
KDM5B inhibitor: inconclusive

How did COc1ccc(Nc2c(-c3cc(Br)ccc3O)nc3ncccn23)cc1OC do in these assays?
KDM5B inhibitor: inconclusive

What do the screens show for `C=CCNC(=O)Cc1ccc(N(Cc2ccc(C)cc2)C(=O)c2ccco2)cc1`?
KDM5B inhibitor: -13%

Results for Cc1ccc(NC(=O)C(C)n2nc(C(=O)O)c3ccccc3c2=O)cc1 (stereo unspecified) ?
KDM5B inhibitor: 35%

How did Cc1ccccc1CN1CCC(CNc2ncnc3onc(-c4ccc(F)cc4)c23)CC1 do in these assays?
KDM5B inhibitor: -9%

How did CCNC(=O)NC(=O)C(C)Sc1nnc(-c2cccc(C)c2)n1CCOC (stereo unspecified) do in these assays?
KDM5B inhibitor: -9%

Results for Cc1cncc(C(=O)N2CCOc3c(O)cc(-c4nc5ccccc5s4)cc3C2)c1 ?
KDM5B inhibitor: inconclusive

How did CCc1ccc(-c2nn(C)c(=O)c3c2CCCC3)cc1S(=O)(=O)Nc1cccc(F)c1 do in these assays?
KDM5B inhibitor: -2%

What do the screens show for `Cc1ccc(N2CCC(NC(=O)c3ccc4[nH]ccc4c3)C2=O)cc1C` (stereo unspecified)?
KDM5B inhibitor: 32µM*

Results for CCOc1ccc(N(CC)C(=O)c2cc3c(s2)-c2ccc(Cl)cc2SC3)cc1 ?
KDM5B inhibitor: -27%

Results for Cc1ccc(-c2nnn(Cc3csc(-c4ccc(C)cc4)n3)n2)cc1 ?
KDM5B inhibitor: -16%

What do the screens show for `COc1ccc(-c2ccc(=O)n(CC(=O)N3CCC(Cc4ccccc4)CC3)n2)c(F)c1`?
KDM5B inhibitor: -59%

What do the screens show for `COc1cccc(NCc2cc(=O)oc3cc(OC)ccc23)c1`?
KDM5B inhibitor: 100%[activator]

How did O=C(CN1C(=O)COc2ccc(C(=O)COc3ccccc3F)cc21)NC1CCCCC1 do in these assays?
KDM5B inhibitor: -5%

What do the screens show for `Cc1ccc(-c2nnc(C3CN(C(=O)CCc4ccccc4)CC34CCOCC4)o2)cc1` (stereo unspecified)?
KDM5B inhibitor: 15%

What do the screens show for `CCn1c(SCC(=O)c2ccc(C#N)cc2)nnc1-c1ccc(F)cc1`?
KDM5B inhibitor: -6%

How did O=C(NCc1ccc2c(c1)OCO2)c1cc(COc2c(F)cccc2F)on1 do in these assays?
KDM5B inhibitor: -18%

What do the screens show for `O=C1OCc2nc3cc4c(cc3c(-c3ccc(F)cc3)c21)OCO4`?
KDM5B inhibitor: inconclusive

How did O=C(COC(=O)CCc1c[nH]c2ccccc12)NCCc1ccccc1 do in these assays?
KDM5B inhibitor: -4%

Results for CC(=O)N1CCC(NC[C@H]2O[C@@H]3C[C@@H](CC(=O)NC(C)C)O[C@@H]3[C@@H]2O)CC1 ?
KDM5B inhibitor: 10%[86.2 µM]

What do the screens show for `Cc1ccccc1CNC(=O)c1oc2c(c1C)-c1nn(Cc3ccc(Cl)cc3)cc1CC2`?
KDM5B inhibitor: inconclusive

What do the screens show for `COC(=O)c1cc(-c2ccc(C)cc2)c2c(=O)n(C)c(=O)n(C)c2n1`?
KDM5B inhibitor: -23%

Results for CC(C)c1ccc(CNc2n[nH]c(-c3ccco3)n2)cc1 ?
KDM5B inhibitor: inconclusive

How did C=CCN1[C@@H](CC(C)C)COc2cccc(N3CCCC3)c2S1(=O)=O do in these assays?
KDM5B inhibitor: inconclusive

What do the screens show for `O=C(Nc1nc2c(Cl)cccc2s1)c1ccc(S(=O)(=O)N2CCc3ccccc32)cc1`?
KDM5B inhibitor: inconclusive

How did CCN(CCCNC(=O)CSc1cc(=O)n(CC)c2ccccc12)c1cccc(C)c1 do in these assays?
KDM5B inhibitor: inconclusive

What do the screens show for `COc1ccc(CC(=O)NC(C)c2nnc(SCC(=O)c3ccc(F)cc3)n2C)cc1` (stereo unspecified)?
KDM5B inhibitor: 6%

What do the screens show for `Cc1ccc(NC(=O)CN(C)C(=O)Cc2c[nH]c3ccccc23)cc1`?
KDM5B inhibitor: 8%

Results for COc1ccc(C(=O)NCc2nnc3c(-c4nc(C5CC5)no4)cccn23)c(C)c1 ?
KDM5B inhibitor: -28%

Results for CCOC(=O)c1[nH]c(C)c(C(C)=O)c1C ?
KDM5B inhibitor: 11%

How did Cc1c(CC(=O)N2CCCCC2)c(=O)oc2c(C)c3occ(C(C)(C)C)c3cc12 do in these assays?
KDM5B inhibitor: -1%

How did CC[C@H]1CN(S(=O)(=O)c2ccccc2)CC[C@H]1CC(=O)N1CCC(C(=O)OC)CC1 do in these assays?
KDM5B inhibitor: 4%

Results for COc1ccc(N2CCN(S(=O)(=O)c3ccc(F)c(C(=O)Nc4ccccc4Cl)c3)CC2)cc1 ?
KDM5B inhibitor: -12%

Results for CC(=O)Nc1ccc([C@H]2OCC(=O)N(Cc3ccc(F)cc3)[C@@H]2CO)cc1 ?
KDM5B inhibitor: -10%[86.2 µM]

What do the screens show for `CC(=O)Nc1ccc(OCC(=O)N/N=C/C(C)C)cc1`?
KDM5B inhibitor: 37%[activator]

What do the screens show for `CCCc1nc(NCC(c2ccccn2)N2CCOCC2)c2cnn(C)c2n1` (stereo unspecified)?
KDM5B inhibitor: inconclusive

What do the screens show for `Fc1ccc(-c2csc(-c3nc(-c4ccc(Br)s4)cs3)n2)cc1`?
KDM5B inhibitor: 0%

Results for O=C(OCC1CCCO1)c1ccc2c(c1)N(Cc1ccc(F)cc1)C(=O)c1ccccc1S2(=O)=O (stereo unspecified) ?
KDM5B inhibitor: -17%

Results for Cc1csc(NC(=O)CSc2nccn2C)n1 ?
KDM5B inhibitor: 15%

What do the screens show for `O=C(CCS(=O)(=O)c1cc2c3c(c1)CCN3C(=O)CC2)Nc1ccc(F)c(Cl)c1`?
KDM5B inhibitor: -5%

How did O=C(NC1CC1)c1ccc(NS(=O)(=O)c2ccccc2)cc1 do in these assays?
KDM5B inhibitor: -6%

Results for Cc1nc(Cn2cnc3scc(-c4ccccc4)c3c2=O)no1 ?
KDM5B inhibitor: 9%

Results for COCC(=O)N1CCC(c2nc(C3CCOCC3)n[nH]2)CC1 ?
KDM5B inhibitor: 24%

Results for CC1(C)CC(NC(=O)Nc2ccc(OCC(F)(F)F)cc2)CC(C)(C)N1 ?
KDM5B inhibitor: 6%

What do the screens show for `O=C(Nc1nc(-c2cc(F)ccc2F)cs1)c1ccc(Cl)c(N2CCCC2=O)c1`?
KDM5B inhibitor: 0%

What do the screens show for `COc1ccc(Nc2ncnc3c2nc2n3CCCCC2)cc1`?
KDM5B inhibitor: inconclusive

How did CCN(CC)C(=O)Oc1ccc2c(=O)c(-c3ccc(OC)cc3)coc2c1 do in these assays?
KDM5B inhibitor: 7%

What do the screens show for `COc1ccccc1C(=O)N1CCC2(CC1)OC(=O)N(Cc1csc(C)n1)C2(C)c1ccccc1` (stereo unspecified)?
KDM5B inhibitor: 17%

How did CCc1cccc(C)c1NC(=O)CCS(=O)(=O)c1ccc2c(c1)oc(=O)n2C do in these assays?
KDM5B inhibitor: inconclusive

What do the screens show for `Cc1nc2c(NC(=O)C3COc4ccccc4O3)cccn2n1` (stereo unspecified)?
KDM5B inhibitor: 13%

How did O=C(CCSc1ccc(Cl)cc1)Nc1nc2c(s1)CCC2 do in these assays?
KDM5B inhibitor: -1%

What do the screens show for `COc1nc(C(=O)N2CCOCC2(C)C)cc2ccccc12`?
KDM5B inhibitor: 16%

What do the screens show for `Cc1cccc(Nc2nc3ccccc3nc2NS(=O)(=O)c2ccc3c(c2)OCCO3)c1`?
KDM5B inhibitor: -2%

What do the screens show for `CC(=O)c1cc(F)c(N2CCN(C(=O)c3ccc(Cl)c(Cl)c3)CC2)cc1C`?
KDM5B inhibitor: -18%

What do the screens show for `Cc1ccc(-c2nn(C)c(=O)c3ccccc23)cc1S(=O)(=O)NC(C)C`?
KDM5B inhibitor: -14%

How did Cc1ccc(NC(=O)c2cc(Cl)ccc2Cl)nc1 do in these assays?
KDM5B inhibitor: -11%
